# From PubChem
# Sm TGR inh – S. mansoni TGR enzyme inhibition; purified TGR, DTNB reduction, TNB absorbance 405 nm; Potency, µM (highest dose often 114 µM), for inactives: at the top dose activity change, negative = inhibition, hits mostly inhibitors; actives 3% (n = 360,000); also: potency is read from the fitted curve at half-maximal effect; nearly all actives have a fitted effect of over 60% in size
#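 Kinetic colorimetric format: TGR-catalysed, NADPH-driven DTNB reduction monitored via TNB absorbance. Enzyme dispensed at 20 nM; compound exposure 15 min at room temperature before reaction start.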
# AmpC detergent – blocks E. coli AmpC beta-lactamase in detergent assay. P00811. AmpC hydrolysis of nitrocefin, absorbance 480 nm, 0.01% Triton. Potency, µM (highest dose often 114 µM), for inactives: top-dose activity change, negative = inhibition, most hits filed as inhibitors. actives 0.041% (n = 370,000). AID 485294;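 also: potency is read from the fitted curve at half-maximal effect; 0% = no-compound wells and -100% = no-enzyme wells; nearly all actives have a fitted effect of over 25% in size; some results filed as inactive show a strong effect at the top dose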
# Target sequence (P00811 whole entry, looked up): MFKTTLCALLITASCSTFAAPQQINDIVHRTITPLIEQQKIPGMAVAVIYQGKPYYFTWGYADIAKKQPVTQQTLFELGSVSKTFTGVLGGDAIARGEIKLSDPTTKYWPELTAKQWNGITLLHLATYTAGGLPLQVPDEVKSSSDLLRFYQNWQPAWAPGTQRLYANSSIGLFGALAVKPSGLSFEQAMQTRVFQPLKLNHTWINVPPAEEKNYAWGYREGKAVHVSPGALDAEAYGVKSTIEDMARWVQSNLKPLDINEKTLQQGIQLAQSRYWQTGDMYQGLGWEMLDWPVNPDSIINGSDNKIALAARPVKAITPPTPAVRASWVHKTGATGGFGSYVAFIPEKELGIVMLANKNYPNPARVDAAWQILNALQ
#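 20 mM phosphate pH 7.0 + 0.01% (detergent screen) or 0.0001% Triton X-100; 5.3 nM AmpC reagent; cpd preinc 15 min RT; nitrocefin (800 uM stock) to start; A480 q20 s × 4 min; Activity was normalised to no-enzyme and no-compound control wells.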
# HCMV inh – human cytomegalovirus inhibition; actives 4.5% (n = 410,000); HFF cells, HCMV-luciferase reporter, 72 h; active compounds read low; activity change, negative = inhibition, % at 57.5 µM; in the data active = activity change below about -60%; inconclusive = no clear call, values can overlap the other calls; inactive = above about -39%
#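 Luciferase read-out from HCMV-luciferase-infected HFFs (MOI 1 PFU/cell) 72 h post infection at 37C; compounds added after 16 h cell attachment; activity normalized between buffer-only basal and Salinomycin (10uM) inhibitor controls.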
# AMA1 RON2 block – AMA1-RON2 (P. falciparum) interaction inhibition. actives 0.2% (n = 360,000). AlphaScreen AMA1-biotinylated RON2 peptide binding. Potency, µM (top dose mostly 58.2 µM), for inactives: at the top dose activity change, negative = inhibition, most hits filed as inhibitors;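 also: potency is read from the fitted curve at half-maximal effect; 0% = vehicle wells and -100% = peptide control; nearly all actives have a fitted effect of over 45% in size; some results filed as inactive show a strong effect at the top dose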
#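 AMA1 (3D7) with his tag at 25 nM final met compounds first, then biotinylated RON2 peptide at 25 nM; detection used donor plus acceptor beads, 10 µg/mL apiece, read by AlphaScreen after 30 min at room temperature.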
# FBPA Giardia inh – Giardia lamblia aldolase inhibition; A8B2U2; purified Giardia FBPA; Potency, µM (doses to about 59.6 µM), for the others: at the highest dose activity, negative = inhibition, actives largely listed as inhibitors; actives 0.71% (n = 290,000); AID 2451; also: potency is read from the fitted curve at half-maximal effect; nearly all actives have a fitted effect of over 55% in size
# Target sequence (A8B2U2 whole entry, looked up): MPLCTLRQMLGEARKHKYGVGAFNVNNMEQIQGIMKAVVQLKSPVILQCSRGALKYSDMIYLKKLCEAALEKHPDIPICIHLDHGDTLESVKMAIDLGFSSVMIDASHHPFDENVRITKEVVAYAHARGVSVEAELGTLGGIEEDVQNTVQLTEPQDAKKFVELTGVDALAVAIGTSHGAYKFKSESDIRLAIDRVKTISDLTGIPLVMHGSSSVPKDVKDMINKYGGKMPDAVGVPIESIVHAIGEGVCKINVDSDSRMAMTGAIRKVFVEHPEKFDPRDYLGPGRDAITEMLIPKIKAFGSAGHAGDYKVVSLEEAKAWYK
#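 40 nM FBPA preincubated 10 min at RT with compound (up to 57.5 uM final), then substrate plus GAPDH/TPI/NAD/arsenate coupling and diaphorase/resazurin added. Fluorescence read after 20 min at RT, 525/598 nm.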
# AmpC inh no detg – AmpC beta-lactamase inhibition without detergent | actives 0.52% (n = 330,000) | AmpC nitrocefin hydrolysis, absorbance 480 nm, 0.0001% Triton | Potency, µM (top dose mostly 57.1 µM), inactives show top-dose activity change, negative = inhibition, usual class: inhibitors | P00811;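 also: potency is read from the fitted curve at half-maximal effect; plate controls were no compound for no effect and no enzyme for full effect; nearly all actives have a fitted effect of over 20% in size; some results filed as inactive show a strong effect at the top dose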
#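 20 mM phosphate pH 7.0 + 0.01% (detergent screen) or 0.0001% Triton X-100; 5.3 nM AmpC reagent; cpd preinc 15 min RT; nitrocefin (800 uM stock) to start; A480 q20 s × 4 min; Activity was normalised to no-enzyme and no-compound control wells.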
# The depositor's hits bear a star; ? = inconclusive; nt = not tested or not shown; [ ] = dose if it differs, or a comment. Unless noted, calls follow the shape of the dose curve; as a rule, active = well fitted curve in the direction sought with a large enough effect; inconclusive = small, poorly fitted or top-dose-only effect, or another doubt; inactive = no such curve, though single readings can be large; an effect the other way counts as inactive or inconclusive. Unless noted, % is scaled to controls: 0 for no effect and ±100 for the full control effect.
SMILES	Sm TGR inh	AmpC detergent	HCMV inh	AMA1 RON2 block	FBPA Giardia inh	AmpC inh no detg
O=C(O)CNC(=O)C(Cc1ccccc1)NC(=O)OCc1ccccc1 (centres undefined)	0.5%	2.9%	-1.9	-1.8%	3.6%	-16.7%
OCCNCc1cc(Br)ccc1OCc1ccccc1Cl	-25.0%	-4.5%	-60.6*	6.2%	-0.6%	19.6%
Cc1cccnc1NC(=O)Nc1cccc(Cl)c1	3.2%	4.3%	38.7	-4.7%	-4.7%	-3.9%
COc1cccc(CNc2ccc(N3CCCCC3)cc2)c1OC	25.1µM*	5.2%	?	35.5µM*	?	-4.5%
O=[N+]([O-])c1cccc(S(=O)(=O)N2CCCC2)c1	-6.7%	?	-23.6	-23.7%	-0.4%	-19.5%
COc1ccc(Cn2c(C(=O)O)c(CNCc3ccccc3F)c3ccc(OC)cc32)cc1	-1.7%	4.4%	-76.2*	nt	nt	nt
COc1ccc(CCNC(=O)CC(NS(=O)(=O)c2ccc(NC(C)=O)cc2)C(C)C)cc1OC (centres undefined)	-13.5%	-13.4%	-9.7	0.2%	3.4%	-8.8%
CC(NC(=O)c1cc(S(=O)(=O)N2CCOCC2)ccc1N1CCCC1)c1ccc(Cl)c(Cl)c1 (centres undefined)	-8.6%	?	-23.9	12.1%	nt	156.7%[activator]
CCC1CCCCN1C(=O)Cn1c(C(=O)OC)cc2sc(Cl)cc21 (centres undefined)	0.2%	?	-31.4	21.3%	2.2%	-5.4%
CC(C)N1CC2=C(C1=O)C(c1ccc(O)cc1)NC(=O)N2C (centres undefined)	1.2%	0.2%	-17.4	11.8%	1.2%	2.6%
O=C(CSc1nncs1)Nc1ccc(N2CCCCC2)cc1	-2.3%	-10.3%	-2.6	2.6%[11.6 µM]	nt	-19.2%
CS(=O)(=NS(=O)(=O)c1ccc(Cl)cc1)c1ccccc1 (centres undefined)	1.1%	2.5%	?	0.9%	-0.3%	-6.8%
CCOc1ccccc1Nc1ncnc2ccccc12	?	-5.6%	-16.9	-3.0%	-8.0%	-10.3%
CC(=O)Nc1ccc(NC(=O)C2CCCN2S(=O)(=O)c2cccc3nsnc23)cc1 (centres undefined)	2.3%	2.3%	29.5	8.7%	-0.2%	19.7%
Cc1ccccc1NC(=O)c1cccc(N2C(=O)C3CCCCC3C2=O)c1 (centres undefined)	7.2%	-2.0%	-25.2	9.9%	-1.6%	5.7%
Cc1cc(C(=O)NC(=S)Nc2ccccc2N2CCOCC2)ccc1[N+](=O)[O-]	1.5%	-10.9%	6.1	34.5%[activator]	-6.5%	-31.1%
CCC(CC)N1CCN(C(=O)c2cc(OC)c(OC)c(OC)c2)CC1	1.0%	-10.0%	11.4	-23.0%	-28.7%	-6.3%
CCCCCSc1ncnc2c1sc1nc(N3CCOCC3)c3c(c12)CCCC3	1.1%	26.6%	7.1	nt	nt	nt
CCN(CC)c1ccc(N/C(N)=N/c2nc(C(F)(F)F)cc(=O)[nH]2)cc1	-16.7%	1.9%	-10.0	0.0%	1.5%	-28.7%
CCOC(=O)CSc1nc(-c2ccc(C)cc2C)cc(-c2ccccc2)c1C#N	-2.5%	-7.2%	?	nt	nt	nt
O=C(CSc1nnc(-c2ccc(Cl)s2)o1)N1CCOCC1	-7.4%	-14.8%	nt	nt	-0.7%	7.5%
C=CCn1c(-c2cccc(Cl)c2)n[nH]c1=S	-26.5%	-7.5%	6.5	111.6%[activator]	5.5%	-17.6%
Cc1ccc(-c2nnc(SCc3ccccc3)o2)cc1	3.7%	-3.2%	5.6	nt	nt	nt
CN1C(=O)c2ccccc2Sc2ccc(NC(=O)NCc3ccccc3Br)cc21	-1.2%	-6.4%	8.8	nt	nt	nt
COc1ccc(C2CC(c3ccccc3OC(=O)/C=C/c3ccccc3)=NN2C(C)=O)cc1 (centres undefined)	11.9%	0.3%	12.2	-8.6%	3.6%	-2.1%
Cc1ccc(NC(=O)CSc2ncn[nH]2)cc1S(=O)(=O)N1CCOCC1	1.6%	3.9%	-9.3	12.2%	-2.1%	-4.8%
CCN(CC)CCNC(=O)/C(=C/c1cn(C)c2ccccc12)NC(=O)c1ccc(OC)c(OC)c1	2.9%	3.6%	3.5	-2.3%	-7.3%	32.1%
O=C(CN1CCC(n2nnc3cc(C(F)(F)F)ccc32)CC1)Nc1ccc2c(c1)CCC2	-27.8%	0.8%	27.7	-1.2%	-3.8%	2.6%
CCn1c(SC)nnc1-c1c[nH]c2ccccc12	-0.5%	-6.5%	14.8	4.9%	-2.2%	-20.4%
Cc1cc(C)n(-c2cc(C)c(C)cc2Br)n1	1.5%	-0.1%	-33.1	-3.2%	2.7%	-3.2%
Cc1cccc(-c2nc3scc(CCNC(=O)c4ccccc4Cl)n3n2)c1	4.7%	11.5%	17.1	nt	nt	nt
CC(C)(C)OC(=O)N1CCC(c2c(C(=O)N3CCN(c4ccccc4F)CC3)cnn2-c2ccccc2Cl)CC1	8.0%	-2.8%	-28.9	nt	nt	nt
Cc1cc(C)n(-c2nc3ccccc3c(=O)n2OC2CCCCC2)n1	9.7%	?	43.9	-3.2%	5.3%	25.6%
CC(C)c1ccc(C(C(=O)NC(C)(C)C)N(C(=O)CNC(=O)c2ccco2)c2cccnc2)cc1 (centres undefined)	-1.9%	2.7%	28.7	37.9%[activator]	-0.2%	21.2%
C[C@@H]1C[C@@H]2OC(=O)[C@]3(C)[C@H]2[C@@H](OC3(C)O)[C@]2(C)C(=O)CC[C@H]12 (some centres undefined)	29.4%	4.1%	nt	nt	-0.5%	-5.0%
CCOc1cccc(NC(=O)Cn2nc(-c3ccc4c(c3)OCCO4)ccc2=O)c1	-8.8%	?	34.2	1.1%	2.5%	-27.1%
O=C(c1ccc(CS(=O)Cc2ccccc2Cl)o1)N1CCN(c2cccc(Cl)c2)CC1 (centres undefined)	?	-3.2%	-23.3	-9.8%	-5.9%	184.8%[activator]
Cc1ccc(C)c(OCCC(=O)OCC(=O)Nc2cc(S(=O)(=O)N3CCOCC3)ccc2C)c1	7.5%	-5.0%	-25.3	-9.0%	nt	107.9%[activator]
O=C1NC(=O)N(c2cccc(Cl)c2)C(=O)/C1=C\c1ccc(Sc2nc3ccccc3[nH]2)o1	7.08µM*	-10.5%	-12.3	?	2.0%	22.4µM*
O=C(CF)NC(Nc1cccc2cccnc12)C(Cl)(Cl)Cl (centres undefined)	-1.0%	0.0%	-7.6	14.0%	?	-8.3%
COc1ccc(NC(=O)CSc2nnc(N)s2)cc1S(=O)(=O)N1CCCCC1	nt	nt	18.3	-5.8%	nt	-19.2%
Cc1nnc(NC(=O)CSc2nc(C(C)C)nc3ccccc23)s1	-3.3%	2.9%	?	17.9%	-0.4%	?
CC(=O)Nc1nc(C)c(-c2nc3ccc([N+](=O)[O-])cc3[nH]2)s1	-3.9%	-3.9%	26.7	-4.9%	2.2%	-35.1%
O=S(CC(O)COCc1ccc(Cl)cc1)c1ccccn1 (centres undefined)	0.0%	-8.0%	78.4	-6.8%	5.4%	-11.6%
N#C/C(=C\c1ccco1)C(=O)Nn1cnnc1	0.5%	-7.8%	0.0	9.9%	-5.5%	-9.7%
Cn1nnc2c(NCc3ccccc3)ncnc21	34.6%	-0.8%	18.3	nt	nt	nt
CC12CN3CCN(CC(C3)C1(O)CN1CCCCC1)C2 (centres undefined)	-9.0%	-3.6%	50.8	13.2%	-12.4%	nt
COc1ccc(NC(=O)Nc2nnc(-c3cccs3)s2)cc1	7.4%	-2.2%	36.5	14.0%	1.0%	-29.9%
Cc1cc2occ(CC(=O)NC3CCCc4ccccc43)c2cc1C (centres undefined)	-3.9%	?	-4.5	-16.8%	5.3%	-21.8%
O=C(NCC1CCCO1)c1ccc(NC(=O)c2cccc(Br)c2)cc1 (centres undefined)	-0.5%	-12.1%	6.3	-1.6%	-3.4%	-23.2%
CCOc1cc(/C=N/N=C(/N)c2nonc2N)cc(Br)c1OCc1ccc(Cl)cc1	-14.4%	3.2%	12.9	-7.0%	0.3%	15.8µM*
Cc1ccc(S(=O)(=O)c2cc3c(=O)n4ccccc4nc3n(C3CCCCC3)c2=N)cc1	1.0%	-2.5%	33.3	5.4%	nt	-0.2%
CC(O)(CS(=O)(=O)Cc1cccc(C(F)(F)F)c1)C(=O)Nc1cccc(C(F)(F)F)c1 (centres undefined)	6.5%	-11.8%	5.3	-1.2%	-10.3%	30.4%
O=C(CCCOC(=O)c1ccc(O)cc1O)c1ccccc1	-4.6%	4.3%	-25.8	-8.4%	nt	-20.6%
CCCN1CCN(CCCNC(=O)c2cnn(-c3ccc(F)cc3)c2-n2cccc2)CC1	0.5%	10.2%	-9.6	nt	nt	nt
CC(C)(C)c1ccc(-c2noc(CCC(=O)NCC3CCCO3)n2)cc1 (centres undefined)	-16.1%	?	-72.3*	-0.5%	2.0%	151.6%[activator]

# Laid out differently: 4 of the compounds above
# The line under a structure holds: Sm TGR inh | AmpC detergent | HCMV inh | AMA1 RON2 block | FBPA Giardia inh | AmpC inh no detg
CCOc1cc(/C=N/N=C(/N)c2nonc2N)cc(Br)c1OCc1ccc(Cl)cc1
 : -14.4% | 3.2% | 12.9 | -7.0% | 0.3% | 15.8µM*
Cc1ccc(S(=O)(=O)c2cc3c(=O)n4ccccc4nc3n(C3CCCCC3)c2=N)cc1
 : 1.0% | -2.5% | 33.3 | 5.4% | nt | -0.2%
CC(O)(CS(=O)(=O)Cc1cccc(C(F)(F)F)c1)C(=O)Nc1cccc(C(F)(F)F)c1 (centres undefined)
 : 6.5% | -11.8% | 5.3 | -1.2% | -10.3% | 30.4%
O=C(CCCOC(=O)c1ccc(O)cc1O)c1ccccc1
 : -4.6% | 4.3% | -25.8 | -8.4% | nt | -20.6%

# Going on with the list.
SMILES	Sm TGR inh	AmpC detergent	HCMV inh	AMA1 RON2 block	FBPA Giardia inh	AmpC inh no detg
CCOCC(=O)Nc1ccc(-c2cn3c(C)csc3n2)cc1	3.9%	16.1%	?	nt	nt	nt
CCOc1ccc(NC(=O)NCc2ccco2)cc1	14.2%	8.2%	6.3	-7.8%	1.6%	-13.9%
C=CCN(c1ccccc1)S(=O)(=O)c1cccc2cccnc12	2.4%	0.2%	-9.4	14.4%	-3.0%	-16.9%
COc1ccc(-c2coc3c(CN4CCCCC4C)c(O)ccc3c2=O)cc1 (centres undefined)	-11.0%	0.6%	?	0.6%	2.2%	-27.3%
CN(CC(=O)Nc1ccc(F)c(F)c1F)C(=O)Cn1cnc2c1c(=O)n(C)c(=O)n2C	1.4%	-0.8%	?	11.4%	nt	-15.0%
CCCCN(CCCC)C(=O)CN(C)S(=O)(=O)c1ccc2c(c1)c(=O)n(C)c(=O)n2C	12.2%	-7.9%	-31.0	nt	nt	nt
COc1ccccc1COC(=O)c1cccc(S(=O)(=O)N2CCCC2)c1	9.3%	-13.1%	-21.9	19.7%	nt	-19.2%
